High-throughput results as filed in PubChem BioAssay.
rCAG binder: binders of r(CAG) RNA repeats, primary screen, biochemical, fluorescence; inhibition, % at 3 µM; r(CAG) RNA repeat, TO-PRO-1 dye displacement fluorescence; hit rate 1.3% among 370,000;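 active = inhibition above the plate cutoff, the mean of all test compounds on that plate plus 3 SD, cut at about 35% in these data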;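 also: 0% = DMSO alone and 100% = 100 µM mitoxantrone as full dye displacement; higher means more dye released from RNA so lower well fluorescence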
HTRA1 inhibitor: HTRA1 serine protease inhibitors, primary screen, biochemical, fluorescence polarization, HTS | Q92743 | recombinant HTRA1, FP-rhodamine activity-based probe | inhibition, % at 5.96 µM | hit rate 0.5% among 340,000; in the data active = inhibition above about 36%;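 also: 0% = enzyme with DMSO and 100% = wells lacking enzyme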
TCR-CD3 inh: inhibitors of human TCR-CD3 interaction, primary screen, biochemical, fluorescence, TAMRA-labeled TCR probe; inhibition, % at 9.4 µM; AID 651800, 2012; hit rate 0.37% among 360,000; in the data active = inhibition above about 19%;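 also: recombinant mutant TCR 2C K166C tagged with TAMRA read by polarization; 0% = receptor in buffer alone and 100% = receptor with positive control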
MBD2 DNA inh: inhibitors of MBD2 binding to methylated DNA, primary screen, biochemical, TR-FRET, DNA-binding domain, human | hit rate 0.31% among 370,000 | MBD2 binding to methylated oligonucleotide | inhibition, % at 4.4 µM | Methyl-CpG-binding domain protein 2 (Homo sapiens), Q9UBB5; in the data active = inhibition above about 13%
Target sequence (Q9UBB5 whole entry, looked up, the tested form may be a part): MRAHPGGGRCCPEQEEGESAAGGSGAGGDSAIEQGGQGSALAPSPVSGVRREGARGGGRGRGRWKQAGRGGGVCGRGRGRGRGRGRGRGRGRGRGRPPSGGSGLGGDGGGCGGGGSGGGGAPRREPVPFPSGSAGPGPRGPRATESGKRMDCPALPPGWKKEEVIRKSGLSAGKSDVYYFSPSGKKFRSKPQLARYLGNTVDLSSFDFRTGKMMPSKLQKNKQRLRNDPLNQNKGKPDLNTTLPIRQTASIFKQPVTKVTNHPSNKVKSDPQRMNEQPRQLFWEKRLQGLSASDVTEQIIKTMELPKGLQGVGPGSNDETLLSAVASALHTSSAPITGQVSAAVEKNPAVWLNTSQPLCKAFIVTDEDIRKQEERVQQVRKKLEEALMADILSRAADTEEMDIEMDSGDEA
mABHD4 FP: ABHD4 inhibitors, primary screen, biochemical, fluorescence polarization, mouse. (Lyso)-N-acylphosphatidylethanolamine lipase (Mus musculus), Q8VD66. purified mABHD4, FP-Rh probe fluorescence polarization. inhibition, % at 8.92 µM. hit rate 0.54% among 370,000. AID 720543, 2013;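 active = inhibition exceeding the mean over every tested compound plus 3 SD, cut at about 30% in these data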;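 also: 0% = plate median of compound wells and 100% = S159A mutant with DMSO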
Target sequence (Q8VD66 whole entry, looked up): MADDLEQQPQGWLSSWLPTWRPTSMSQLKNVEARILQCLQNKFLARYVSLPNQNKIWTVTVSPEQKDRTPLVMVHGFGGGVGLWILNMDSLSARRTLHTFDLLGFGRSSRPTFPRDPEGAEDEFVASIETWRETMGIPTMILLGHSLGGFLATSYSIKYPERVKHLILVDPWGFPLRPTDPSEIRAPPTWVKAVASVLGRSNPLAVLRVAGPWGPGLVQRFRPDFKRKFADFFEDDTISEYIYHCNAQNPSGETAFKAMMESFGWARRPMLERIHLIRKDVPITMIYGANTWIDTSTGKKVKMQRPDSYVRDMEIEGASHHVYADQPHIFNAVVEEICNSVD
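system = mouse ABHD4 enzyme, wild type | medium = HEPES pH 7.0, NaCl, Pluronic buffer | also added = FP-Rh probe | incubation = Enzyme–compound pre-incubation 45 min, then probe 60 min, both 25 °C | technique = fluorescence polarization, excitation 525 nm, emission 598 nm, BODIPY TMR filters | controls = S159A mutant high control, sample median low control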
PG9 binder: binders of HIV-1 gp120 antibody PG9, primary screen, biochemical, TR-FRET; HIV-1 gp120 / PG9 antibody interaction; TR-FRET gp120-PG9 antibody binding; inhibition, % at 6.7 µM; hit rate 0.43% among 360,000; in the data active = inhibition above about 8.5%
PRMT1 inh: PRMT1 methyltransferase inhibitors, primary screen, biochemical, fluorescence polarization; AID 652257, 2013; inhibition, % at 2.79 µM; recombinant PRMT1, activity-based probe fluorescence polarization; Protein arginine N-methyltransferase 1 (Homo sapiens), Q99873; hit rate 1.3% among 370,000;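 active = inhibition above about 21% made by adding two undisclosed values, limit read from the data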
Target sequence (Q99873 whole entry, looked up): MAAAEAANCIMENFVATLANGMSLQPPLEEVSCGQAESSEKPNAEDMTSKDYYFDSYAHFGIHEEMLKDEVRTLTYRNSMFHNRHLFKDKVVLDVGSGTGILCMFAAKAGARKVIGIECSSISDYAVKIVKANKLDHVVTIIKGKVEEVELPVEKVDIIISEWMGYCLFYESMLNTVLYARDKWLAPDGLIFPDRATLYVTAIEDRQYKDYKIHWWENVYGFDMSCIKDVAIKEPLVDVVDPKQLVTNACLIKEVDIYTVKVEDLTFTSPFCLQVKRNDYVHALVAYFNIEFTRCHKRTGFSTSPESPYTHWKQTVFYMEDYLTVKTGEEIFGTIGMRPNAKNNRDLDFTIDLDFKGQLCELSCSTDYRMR
NR1D1 modulator: modulators of Rev-erb alpha DNA binding, primary screen, biochemical, FITC-DNA, fluorescence polarization, uHTS. Nuclear receptor subfamily 1 group D member 1 (Homo sapiens), P20393. Rev-erbα–FITC-DNA binding, 90 min. activity, % at 10 µM. hit rate 0.79% among 370,000. AID 1259318, 2017;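 active = activity above about 14%, limit read from the data; passing the limit was not always enough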;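 also: 0% = DMSO wells with 35 nM protein and 100% = DMSO wells with 750 nM protein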
UHRF1 binding: UHRF1 methylated DNA binding inhibitors, primary screen, counter-screen for MBD2 inhibitor project, biochemical, TR-FRET, human UHRF1, single concentration; E3 ubiquitin-protein ligase UHRF1 (Homo sapiens), Q96T88; UHRF1 binding to methylated oligo; inhibition, % at 4.4 µM; hit rate 0.75% among 370,000; in the data active = inhibition above about 21%;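 also: UHRF1 SRA domain binding a hemimethylated CpG hairpin DNA probe; 0% = median of test compound wells and 100% = reference inhibitor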
LEDGF integ inh: blockers of LEDGF/p75-dependent integrase strand transfer – biochemical, TR-FRET, high throughput, primary screen. inhibition, % at 3.7 µM. AID 743269, 2014. TR-FRET IN-LEDGF/p75 DNA integration, Eu/Cy5. hit rate 0.64% among 370,000;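 active = inhibition above the screen-wide mean plus 3 SD, cut at about 13% in these data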;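 also: signal is the Cy5 over europium emission ratio at 671 and 618 nm; 0% = plate median of compound wells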
Active calls of the source: *; . = no result given; & = joins results of further samples. Not all compounds are listed (hit frequency here may not be typical).

SMILES | rCAG binder | HTRA1 inhibitor | TCR-CD3 inh | MBD2 DNA inh | mABHD4 FP | PG9 binder | PRMT1 inh | NR1D1 modulator | UHRF1 binding | LEDGF integ inh
O=C(c1ccc(S(=O)(=O)N2CCCC2)cc1)N1CCN(Cc2ccc3c(c2)OCO3)CC1 | -9 | 7 | -3 | 0 | 9 | -0.3 | 1 | -4 | 2 | 1
COc1ccccc1C1=NN(C(=O)c2ccccc2)C(c2ccc(Br)cc2)C1 (stereo not drawn) | 3 | -15 | -4 | -7 | -4 | -1.1 | -4 | 1 | -2 | 7
CC(C)CN(C(=O)COC(=O)c1cc(=O)[nH]c2ccccc12)c1c(N)n(Cc2ccccc2)c(=O)[nH]c1=O | 8 | 4 | 6 | 1 | 5 | -0.2 | -3 | 0 | 2 | 0
CCc1ccc(NC(=O)CSc2ccc(-c3cccnc3)nn2)cc1 | -1 | -10 | 3 | -2 | -4 | -1.4 | 2 | 9 | 1 | 2
COc1cccc(CNc2nc3cc(-c4cccc(Cl)c4)sc3c(=O)n2C)c1OC | 6 | . | -3 | 1 | -3 | 0.0 | 2 | 5 | -5 | 4
Cc1ccc(NC(C#N)c2ccccc2OCc2ccccc2)cc1 (stereo not drawn) | 0 | -2 | 2 | 2 | 0 | -2.1 | 1 | 2 | 1 | 3
CCOC(=O)C(C)Sc1nc2c([nH]c3ccccc32)c(=O)n1C (stereo not drawn) | 0 | -7 | 1 | 0 | -1 | -1.8 | 5 | 0 | 7 | -5
CC(=O)N1CC(C)Oc2ccc(S(=O)(=O)Nc3ccc(Cl)cn3)cc21 (stereo not drawn) | 6 | 3 | 4 | -7 | -5 | -1.4 | -3 | 2 | 1 | -3
CCCCC(=O)Nc1ccc2c(c1)nc(CN1CCN(C(=O)OCC)CC1)n2C | -11 | 7 | 3 | 1 | 2 | -0.4 | 2 | 0 | 1 | -2
NS(=O)(=O)c1ccc(NC(=S)NCc2ccc(Cl)cc2)cc1 | 5 | -10 | 3 | 3 | -20 | -0.5 | 4 | 4 | -2 | 1
COc1ccc(CCNC(=O)CCCCCNC(=O)N2CCn3c2nc2ccccc23)cc1OC | -6 | -1 | 10 | -2 | -7 | -0.9 | -1 | 0 | 2 | 2
FC(F)(F)Oc1ccc(NC(=S)Nc2ccccc2N2CCOCC2)cc1 | -1 | 15 | -1 | 2 | -3 | -2.2 | -1 | -2 | -3 | 2
O=[N+]([O-])/C(N=Nc1ccccc1)=N\Nc1ccccc1 | -7 | 9 | 10 | -1 | -2 | -1.5 | -1 | -9 | 1 | 2
CC(C)OC(=O)CSc1nnc(-c2cnccn2)n1C | 0 | 3 | 2 | 2 | 116* | 0.2 | -1 | 5 | 1 | -2
CCN(CC)c1nc(-c2ccccc2)ncc1S(=O)(=O)c1ccc(C)cc1 | 0 | -18 | -5 | 1 | -11 | 1.7 | 5 | -1 | 1 | -5
N/C(=N\OC(=O)c1ccc(Cl)c(Cl)c1)c1cccc(CSc2ccccn2)c1 | -4 | 0 | -1 | 2 | -8 | -1.1 | 4 | -5 | 3 | -6
Cc1c(C2C(C#N)=C(N)N(c3cccc([N+](=O)[O-])c3)C3=C2C(=O)CCC3)cnn1C (stereo not drawn) | -3 | . | 6 | 1 | 6 | -2.8 | 1 | -1 | 0 | 1
NNC(=O)CSc1nc(-c2ccccc2)nc2c1CCCC2 | 6 | -6 | -10 | -2 | 2 | 0.4 | 1 | -2 | -2 | -2
Cc1cccc(C)c1NC(=O)CSc1nnc(-c2cccnc2)o1 | -1 | 2 | 2 | 5 | -2 | -0.7 | -2 | -2 | 2 | 3
Cc1ccc(C(O)CSc2nnc(-c3ccc4ccccc4c3)n2C)cc1 (stereo not drawn) | -7 | -2 | -3 | -3 | -1 | -0.4 | 9 | -4 | 0 | 0
CCOC(=O)N1CCN(c2cc(=O)n(-c3ccccc3Cl)c(=O)[nH]2)CC1 | 1 | -3 | -6 | 3 | 0 | -1.6 | 2 | 1 | -2 | 4
Cc1nnc(NC(=O)c2ccc(C)c(S(=O)(=O)N3CCCCCC3)c2)s1 | -2 | 6 | 2 | 5 | 6 | -1.2 | -2 | -10 | 1 | -4
Cc1ccc(C(=O)C2CCN(S(=O)(=O)c3ccccc3C(=O)O)CC2)cc1 | 2 | 6 | -2 | 1 | 1 | -1.4 | 3 | 1 | 1 | -5
Cc1cc2cc(C)c3nnc(SCC(=O)Nc4ccc(S(=O)(=O)N5CCCCC5)cc4)n3c2cc1C | 11 | -2 | -2 | 6 | 0 | 2.8 | -2 | -4 | -1 | 0
CCn1c(C)[n+](CC)c2ccc(S(=O)(=O)NC)cc21 | 7 | 6 | -3 | -2 | 7 | -1.3 | -3 | 5 | 1 | -1
O=C1N(Cc2cccnc2)C[C@@H]2C[C@@H](c3ccc(C(F)(F)F)cc3)N3CCC[C@@]123 | -2 | 3 | -2 | 4 | -7 | 0.5 | 2 | 3 | -3 | 3
C(=N\N1CCOCC1)/c1ccsc1 | 1 | 2 | 1 | -5 | -5 | -0.7 | -1 | -5 | 1 | 0
COc1cccc(/C=N/NC(=O)CNC(=O)c2ccc3c(c2)OCCO3)c1O | 2 | 0 | 1 | 2 | -1 | -0.3 | -3 | 5 | -7 | -2
C[C@H]1Cn2cnc(C(=O)N[C@@H](Cc3c[nH]c4ccccc34)C(=O)OC(C)(C)C)c2C(=O)N1 | 0 | 3 | 3 | -6 | -1 | -1.6 | -3 | 15 | -1 | 1
c1ccc2cc(CNCc3cccc4ccccc34)ccc2c1 | 6 | -27 | -7 | -1 | -5 | -1.3 | 2 | 6 | 6 | 4

Given as labelled records: part of the list above
Cc1ccc(C(O)CSc2nnc(-c3ccc4ccccc4c3)n2C)cc1 (stereo not drawn)
  rCAG binder: -7
  HTRA1 inhibitor: -2
  TCR-CD3 inh: -3
  MBD2 DNA inh: -3
  mABHD4 FP: -1
  PG9 binder: -0.4
  PRMT1 inh: 9
  NR1D1 modulator: -4
  UHRF1 binding: 0
  LEDGF integ inh: 0

CC(C)CN(C(=O)COC(=O)c1cc(=O)[nH]c2ccccc12)c1c(N)n(Cc2ccccc2)c(=O)[nH]c1=O
  rCAG binder: 8
  HTRA1 inhibitor: 4
  TCR-CD3 inh: 6
  MBD2 DNA inh: 1
  mABHD4 FP: 5
  PG9 binder: -0.2
  PRMT1 inh: -3
  NR1D1 modulator: 0
  UHRF1 binding: 2
  LEDGF integ inh: 0

Cc1nnc(NC(=O)c2ccc(C)c(S(=O)(=O)N3CCCCCC3)c2)s1
  rCAG binder: -2
  HTRA1 inhibitor: 6
  TCR-CD3 inh: 2
  MBD2 DNA inh: 5
  mABHD4 FP: 6
  PG9 binder: -1.2
  PRMT1 inh: -2
  NR1D1 modulator: -10
  UHRF1 binding: 1
  LEDGF integ inh: -4

(listing goes on)
SMILES | rCAG binder | HTRA1 inhibitor | TCR-CD3 inh | MBD2 DNA inh | mABHD4 FP | PG9 binder | PRMT1 inh | NR1D1 modulator | UHRF1 binding | LEDGF integ inh
COc1ccc(N2CCN(C(=O)CCc3c[nH]c4ccccc34)CC2)cc1 | -2 | 1 | -7 | 1 | -3 | -2.5 | 1 | 3 | 2 | 8
Nc1ccc(S(=O)(=O)Nc2ncccn2)cc1 | -2 | -2 | -3 | 2 | 2 | -1.6 | -3 | 0&-5&-5 | 2 | 2
O=C(/C=C\c1ccco1)Nc1nc(-c2ccc3ccccc3c2)cs1 | 20 | -84 | 4 | -2 | -74 | -2.7 | 0 | -6 | -2 | 4
C[C@H]1CN([C@@H](C)CO)C(=O)c2cccc(NC(=O)C3CC3)c2O[C@H]1CN(C)Cc1ccc(C(F)(F)F)cc1 | -5 | -1 | -6 | 6 | -7 | 0.6 | 1 | -2 | 0 | -3
Cn1c(N)c(C(=O)COC(=O)c2ccc(OC(F)F)cc2)c(=O)n(C)c1=O | 3 | 0 | 3 | 5 | 4 | -1.2 | -1 | 3 | 3 | 0
COc1nc(N/N=C/c2ccc(C)cc2)nc(N2CCCCC2)n1 | 0 | 8 | 0 | -4 | -7 | -3.0 | -1 | -1 | -1 | 6
O=C(CSc1nnnn1-c1ccccc1)N1CCN(C(=O)c2ccco2)CC1 | 1 | 4 | 1 | 1 | 3 | -1.0 | -3 | -1 | -1 | 0
O=C(O)/C=C/C(=O)Nc1ccc(OC(F)(F)Cl)cc1 | 1 | -2 | 3 | 2 | 4 | 0.2 | 7 | -4 | -1 | 2
Cn1cc(S(=O)(=O)N2CCOCC2)cc1C(=O)Nc1cccc(Cl)c1 | 2 | -13 | 4 | -2 | -7 | -2.4 | -3 | -5 | -2 | -2
O=C(CSc1nc2ccc(Cl)cc2[nH]1)NC1CCCc2ccccc21 (stereo not drawn) | -1 | -18 | 0 | -7 | -6 | -0.3 | -3 | 6 | 1 | 3
C=CCOC(=O)Cn1cnc2c(sc3nc(C)cc(C)c32)c1=O | 4 | -4 | 6 | 2 | 3 | -1.8 | 1 | -4 | -3 | 0
COc1cccc(/C=N/NC(=O)C(=O)Nc2ccccc2OC(F)(F)C(F)F)c1 | -6 | -6 | 1 | 6 | -18 | -1.4 | 5 | 7 | 3 | -5
CCCCOc1c(Br)cc(CNCCCN2CCOCC2)cc1OC | -9 | 13 | 2 | -1 | 7 | -1.8 | -4 | 2 | 1 | -3
O=C(O)COc1ccc(-c2nccc(-c3ccccn3)n2)cc1 | 5 | -4 | 0 | 5 | 6 | -1.2 | 1 | 4 | 0 | -1
O=C1N=C(N2CCN(Cc3ccccc3)CC2)S/C1=C/c1cccs1 | 4 | . | 2 | 2 | 1 | 0.7 | -1 | -3 | -4 | -1
C/C(=N/OCC(=O)Nc1ccccc1)c1cccs1 | -4 | 3 | 0 | 8 | -1 | 0.9 | -1 | -4 | 3 | 1
C[C@@H]1CN(C2CCN(Cc3nc(C(c4ccccc4)c4ccccc4)no3)CC2)C[C@H](C)O1 | -7 | -2 | 1 | -5 | -2 | -1.3 | -5 | -4 | 1 | -1
CCn1c(=O)c2c(nc3n2CC(C)CN3CCc2ccccc2)n(C)c1=O (stereo not drawn) | -7 | 1 | 8 | -1 | 0 | 0.5 | 2 | -6 | 18 | 1
CC1CC(C)(C)NC(=S)N1CCCC(=O)Nc1ccc2c(c1)OCCO2 (stereo not drawn) | -5 | 0 | -1 | -3 | -2 | 0.0 | -4 | 3 | -1 | 4
O=C(COC(=O)c1cccc(Cl)c1)Nc1cccc(S(=O)(=O)NC2=NCCC2)c1 | 3 | 2 | 6 | -1 | 3 | -2.4 | -2 | -4 | 1 | 2
CCOc1ccc2c(c1)c1nnc(SCC(=O)N3CCCCC3C)nc1n2C (stereo not drawn) | -2 | 1 | 7 | -2 | 5 | 0.2 | 1 | 7 | -1 | 1
Cc1cccc(C)c1NC(=O)CN(C)CCc1ccccc1 | -1 | . | 1 | 1 | 6 | 0.1 | -5 | -1 | -2 | 4
O=C(O)c1ccc(S(=O)(=O)N2CCSCC2)cc1 | 0 | 7 | 5 | -2 | 8 | 4.9 | 4 | -2 | 2 | 3
